MEKK3 PB1 HTS: modulators of MEKK3-MEK5 PB1 binding, primary screen, biochemical, wildtype MEKK3, multiplex bead flow cytometry, Alexa488-MEK5; bead-based flow cytometry, Alexa488-MEK5 binding to MEKK3; actives lie on both sides; 0 = blocked by unlabeled MEK5, 100 = vehicle; 290,000 tested, 1.4% active; Mitogen-activated protein kinase kinase kinase 3 (Homo sapiens), Q99759; binding response (% of control), % at 10 µM;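 active means binding response more than 3 SD above or below the average of its plate-row segment, actives on both sides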;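 further: Alexa488 bead fluorescence after subtracting the streptavidin-only scavenger bead signal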
GalR3 antag: GalR3 antagonists in HEK293 cells, primary screen, cell-based, fluorescence readout | inhibition, % at 3 µM | HEK293 GalR3-CNG cAMP membrane potential fluorescence; galR3 body fused to GalR1 C-terminus | 360,000 tested, 0.44% active | AID 651719, 2012;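 active means inhibition above the screen-wide average plus 3 SD, cut at about 13% in these data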;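 further: forskolin and galanin both at EC90 stimulate the cells; cAMP rise reported by CNG channel membrane potential dye signal; 0% = forskolin plus galanin with DMSO and 100% = forskolin alone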
IDE inh: human IDE inhibitors in live cells, primary screen, fluorescence polarization, HEK cells, FAbetaB substrate; 320,000 tested, 0.41% active; inhibition, % at 5.59 µM; FAbetaB cleavage; Insulin-degrading enzyme (Homo sapiens), P14735;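 active means percent inhibition above the average of all tested compounds plus 3 SD, set per screening campaign, cut at about 16% in these data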;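 further: IDE supplied by intact live HEK cells; FP after avidin binding of uncleaved biotin substrate so inhibition keeps polarization high; 0% = DMSO wells and 100% = 60 µM reference IDE inhibitor Ii1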
Target sequence (P14735 whole entry, looked up): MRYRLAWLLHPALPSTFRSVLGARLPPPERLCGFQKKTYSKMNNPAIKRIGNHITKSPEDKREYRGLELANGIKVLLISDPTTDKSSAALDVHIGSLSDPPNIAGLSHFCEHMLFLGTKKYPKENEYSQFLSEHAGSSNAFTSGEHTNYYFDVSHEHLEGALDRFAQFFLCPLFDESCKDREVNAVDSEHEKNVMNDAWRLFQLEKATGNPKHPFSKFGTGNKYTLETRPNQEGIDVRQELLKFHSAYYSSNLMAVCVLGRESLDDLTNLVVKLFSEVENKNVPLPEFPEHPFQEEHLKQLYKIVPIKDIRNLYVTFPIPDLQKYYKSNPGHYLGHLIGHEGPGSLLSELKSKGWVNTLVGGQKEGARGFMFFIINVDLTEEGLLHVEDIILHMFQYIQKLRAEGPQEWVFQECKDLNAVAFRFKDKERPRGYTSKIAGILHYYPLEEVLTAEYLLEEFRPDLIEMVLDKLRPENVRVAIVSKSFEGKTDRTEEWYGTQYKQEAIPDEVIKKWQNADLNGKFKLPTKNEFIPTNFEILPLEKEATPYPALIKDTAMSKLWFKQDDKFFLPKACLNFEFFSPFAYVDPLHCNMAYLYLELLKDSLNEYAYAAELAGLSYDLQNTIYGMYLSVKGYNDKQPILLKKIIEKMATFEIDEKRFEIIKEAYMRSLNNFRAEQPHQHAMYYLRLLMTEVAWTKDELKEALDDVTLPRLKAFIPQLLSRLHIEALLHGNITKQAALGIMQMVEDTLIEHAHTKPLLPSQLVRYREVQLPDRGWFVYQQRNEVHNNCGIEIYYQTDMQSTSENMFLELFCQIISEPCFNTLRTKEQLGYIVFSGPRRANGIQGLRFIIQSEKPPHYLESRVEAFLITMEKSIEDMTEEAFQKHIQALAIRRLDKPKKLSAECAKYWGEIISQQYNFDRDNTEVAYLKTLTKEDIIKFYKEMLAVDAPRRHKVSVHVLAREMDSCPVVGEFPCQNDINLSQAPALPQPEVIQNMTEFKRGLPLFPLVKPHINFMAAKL
CRFR2-BP antag: antagonists of CRF-BP/CRF-R2 complex, primary screen, cell-based, HEK293, calcium dye fluorescence, uHTS. CRF-induced calcium fluorescence. inhibition, % at 11.8 µM. 350,000 tested, 0.59% active. AID 588475, 2011;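 active means inhibition of the ligand-induced calcium signal above about 50% at the single tested concentration, limit read from the data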
p-CIP stab down: p/CIP-EGFP fusion destabilizers, primary screen, fluorescence, F442A cells. Q05BA5. 16 h. decrease of EGFP signal, % at 10 µM. 290,000 tested, 0.01% active. AID 1984, 2009;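 active means EGFP signal decrease of at least 30% at 10 µM or well 3 SD below plate mean, unless failing retest; inactive means the rest, including hits failing retest or dose response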; further: some compounds called inactive have numbers as strong as hits; many of its hits are not listed in these tables
M4 PAM: human M4 muscarinic receptor positive allosteric modulators, primary screen, CHO-K1 cells, Fluo-8 calcium fluorescence; activation, % at 3 µM; 360,000 tested, 0.4% active; AID 624126, 2012; CHO-K1 hM4/Gqi5, ACh EC20; 0% = ACh EC20, 100% = maximal ACh;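 active means activation above its plate's cutoff, the mean activation of sample wells plus 3 SD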; further: some results filed as inactive read as strong as hits
IDE act: human IDE activators in live cells, primary screen, fluorescence polarization, HEK cells, FAbeta-B substrate; AID 493087, 2011; activation, % at 5.96 µM; FAbeta-B cleavage; 0% vehicle, 100% cell-free pure enzyme wells; 340,000 tested, 0.073% active;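 active means activation above the mean of all tested compounds plus 3 SD, set per screening campaign, cut at about 17% in these data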
PHOSPHO1 block: PubChem AID 1565; Phosphoethanolamine/phosphocholine phosphatase (Homo sapiens), Q8TCT1; recombinant PHOSPHO1, absorbance phosphatase assay; inhibition, % at 13.3 µM; 290,000 tested, 1.1% active; in the data active means inhibition above about 60%
CRFBP-R2 agonist: agonists of CRF-BP/CRF-R2 complex, primary screen, cell-based, HEK293, calcium dye fluorescence, uHTS; CRF-binding protein / CRF receptor 2 complex (human); calcium dye fluorescence (FLIPR); percent of saturating CRF peptide response; activation, % at 13.2 µM; 350,000 tested, 0.46% active;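 active means activation of at least 50%, plus an integration ratio under a set limit after plate pattern correction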;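 further: plate controls were neutral control wells without compound for no effect and CRF at EC100 for full effect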
* = called active by the depositor; x = no result given.

SMILES	MEKK3 PB1 HTS	GalR3 antag	IDE inh	CRFR2-BP antag	p-CIP stab down	M4 PAM	IDE act	PHOSPHO1 block	CRFBP-R2 agonist
CCC(C)[C@H](NC(=O)N1CCCCCC1)C(=O)OC (some centres undefined)	86	-1	3	4	-7	2	x	19	7.4
O=C(Nc1ccc(CN2CCOCC2)cc1)c1ccc(-c2cccc([N+](=O)[O-])c2)o1	103	1	-7	6	5	-4	5	5	-1.3
CCCCC1CCC(C(=O)Nc2ccccc2N2CCOCC2)CC1 (centres undefined)	x	-3	-5	-15	x	1	6	x	0.1
CC(C)Cn1cnc2c1c(=O)[nH]c(=O)n2Cc1ccccc1	101	-11	2	3	10	7	2	31	-1.6
O=C1NC(Nc2nccs2)(C(F)(F)F)C(=O)N1CCc1ccccc1 (centres undefined)	102	4	-3	9	-14	-2	4	2	-0.4
CCn1cc(CNC(=O)c2cc(COc3ccc(F)cc3Cl)on2)cn1	89	-3	2	-3	-1	-2	0	-8	-4.2
COC(=O)C1=CNC=C(C(=O)OC)C1c1cccc2ccccc12	107	-12	4	-10	-12	-2	1	33	-0.2
CCOP(=O)(/C(C#N)=C(/O)c1ccccc1)c1ccccc1 (centres undefined)	81	-5	4	3	-3	-27	-7	16	0.3
CC(CCC(=O)O)C1CCC2C3CC(O)C4CC(O)CC[C@]4(C)C3CCC12C (some centres undefined)	x	-7	x	12	x	4	5	x	-0.4
Cc1cccc(N(C(=O)CCC(=O)Nc2cc(C)on2)C(C(=O)NC2CCCC2)c2ccccc2)c1 (centres undefined)	99	-8	2	-20	-22	-6	0	-19	-0.6

Brought forward from above: 5 compounds; new compounds follow.
SMILES	MEKK3 PB1 HTS	GalR3 antag	IDE inh	CRFR2-BP antag	p-CIP stab down	M4 PAM	IDE act	PHOSPHO1 block	CRFBP-R2 agonist
CCn1cc(CNC(=O)c2cc(COc3ccc(F)cc3Cl)on2)cn1	89	-3	2	-3	-1	-2	0	-8	-4.2
COC(=O)C1=CNC=C(C(=O)OC)C1c1cccc2ccccc12	107	-12	4	-10	-12	-2	1	33	-0.2
CCOP(=O)(/C(C#N)=C(/O)c1ccccc1)c1ccccc1 (centres undefined)	81	-5	4	3	-3	-27	-7	16	0.3
CC(CCC(=O)O)C1CCC2C3CC(O)C4CC(O)CC[C@]4(C)C3CCC12C (some centres undefined)	x	-7	x	12	x	4	5	x	-0.4
Cc1cccc(N(C(=O)CCC(=O)Nc2cc(C)on2)C(C(=O)NC2CCCC2)c2ccccc2)c1 (centres undefined)	99	-8	2	-20	-22	-6	0	-19	-0.6
Cc1ccc(C)c(NC(=O)CCC(=O)OC(C(=O)c2ccccc2)c2ccccc2)c1 (centres undefined)	104	-4	-4	3	-4	12	4	14	-2.5
COCCn1c(SCC#N)nnc1-c1ccccc1	97	-3	1	5	-10	0	-1	23	-0.7
CCN1C(=O)C(=O)N(CC(=O)Nc2cccc(C(F)(F)F)c2)C1=O	x	0	9	0	x	2	1	x	0.3
CCOC(=O)C1=C(CS(=O)(=O)c2ccccc2)NC(=O)NC1c1ccc(O)c(OC)c1 (centres undefined)	110	0	4	-12	-12	2	-4	32	-0.5
CN1C(=O)c2ccccc2N(C)C1c1ccccc1Cl (centres undefined)	101	-6	-3	23	-29	-2	6	44	-2.2
O=C(COC(=O)c1ccc([N+](=O)[O-])o1)c1ccccc1	95	-5	1	20	-11	-5	4	0	-0.3
COc1cc(C(=O)NCCCNC(=O)c2cc(OC)c(OC)c(OC)c2)cc(OC)c1OC	x	-3	1	10	x	0	x	x	-3.6
O=C1C(=O)N(c2ccccn2)C(c2cccc(F)c2)/C1=C(/O)c1ccccc1 (centres undefined)	102	x	-5	10	-3	5	-2	18	1.2
O=C(NCCC1=CCCCC1)C(=O)NCC1OCCCN1S(=O)(=O)c1ccccc1 (centres undefined)	106	-2	-2	-15	-8	4	0	-8	0.6
Cc1ccc(Cl)cc1NS(=O)(=O)c1c(C)[nH]c(=O)[nH]c1=O	97	0	6	-7	-4	-3	2	-4	-0.5
c1ccc(C2=Nc3ccccc3NC(c3ccccc3)C2)cc1 (centres undefined)	105	-4	8	-36	3	11	-4	-4	-0.5
O=C(CSCC(=O)Nc1cccc2ccccc12)Nc1cccc2ccccc12	106	-7	-5	-8	-2	-11	0	-10	1.2
Cc1ccc(NC(=S)NCC(O)c2ccccc2)c(C)c1 (centres undefined)	105	-2	1	14	4	-5	-4	3	-0.5
CN(C)S(=O)(=O)c1cccc(NC(=S)N/N=C/C(c2ccccc2)c2ccccc2)c1	101	8	3	16	0	-12	2	-18	-1.5
Oc1ccc(C=NCC2COc3ccccc3O2)cc1 (centres undefined)	104	-5	1	16	-3	-2	6	11	-1.1
COc1ccc(C)cc1NC(=O)C12CCC(C)(C(=O)O1)C2(C)C (centres undefined)	103	4	-3	8	-7	3	5	7	-1.8
CCC(=O)c1c[nH]c(C(=O)NCc2ccco2)c1	100	4	-2	-3	2	13	1	-8	-1.7
COc1cc(C(=O)n2nc(C)cc2C)cc(OC)c1OC	98	-1	1	3	-10	8	-3	1	0.5
Cc1cc(C)nc(N/N=C/c2ccc(N3CCOCC3)cc2)n1	100	-1	1	9	-9	-1	5	55	-0.9
CCNC(=S)N1CCC(C(=O)c2ccc(F)cc2)CC1	x	-5	x	-3	x	0	x	x	-1.3

Random excerpt: 6 entries already listed
SMILES	MEKK3 PB1 HTS	GalR3 antag	IDE inh	CRFR2-BP antag	p-CIP stab down	M4 PAM	IDE act	PHOSPHO1 block	CRFBP-R2 agonist
CCC(=O)c1c[nH]c(C(=O)NCc2ccco2)c1	100	4	-2	-3	2	13	1	-8	-1.7
CCNC(=S)N1CCC(C(=O)c2ccc(F)cc2)CC1	x	-5	x	-3	x	0	x	x	-1.3
CN(C)S(=O)(=O)c1cccc(NC(=S)N/N=C/C(c2ccccc2)c2ccccc2)c1	101	8	3	16	0	-12	2	-18	-1.5
Cc1cc(C)nc(N/N=C/c2ccc(N3CCOCC3)cc2)n1	100	-1	1	9	-9	-1	5	55	-0.9
COc1cc(C(=O)n2nc(C)cc2C)cc(OC)c1OC	98	-1	1	3	-10	8	-3	1	0.5
COc1ccc(C)cc1NC(=O)C12CCC(C)(C(=O)O1)C2(C)C (centres undefined)	103	4	-3	8	-7	3	5	7	-1.8

Next section:
SMILES	MEKK3 PB1 HTS	GalR3 antag	IDE inh	CRFR2-BP antag	p-CIP stab down	M4 PAM	IDE act	PHOSPHO1 block	CRFBP-R2 agonist
Cc1cc(C)nc(OC(C(=O)O)C(OCC(C)C)(c2ccccc2)c2ccccc2)n1 (centres undefined)	106	-2	2	17	-9	0	3	x	0.3
O=C1COc2ccc(C(=O)NCc3ccc4c(c3)OCO4)cc2N1	92	-7	3	-6	-7	0	5	21	0.1
CCCCc1nnc(NC(=O)c2ccc(-n3cncn3)c([N+](=O)[O-])c2)s1	x	4	0	6	x	6	3	x	0.9
CCOc1ccc(NC(=O)CS(=O)CC(=O)N(CC(=O)NC(C)(C)C)C2CCCC2)cc1 (centres undefined)	101	-5	-12	-1	-6	1	4	45	0.8
N#Cc1c(NC(=O)CSc2nc(-c3ccccc3)cc(C(F)(F)F)n2)sc2c1CCC2	126	-2	2	-9	-13	4	0	-7	17
COc1ccc(Cl)cc1NC(=O)CSc1nc(N2CCCCC2)nc(N2CCCCC2)n1	108	2	5	3	-9	8	0	14	0.5
Cc1ccc2oc(C(=O)Nc3ccc(S(=O)(=O)Nc4ncccn4)cc3)c(C)c2c1	97	-3	-4	-14	-11	7	-4	38	-2.5
O=C(O)c1cccc2c1-c1c(cccc1[N+](=O)[O-])C2	x	-5	x	1	x	10	-2	x	-1.8
CCn1c(CNC(=O)C(C)(C)C)nc2ccccc21	105	x	0	8	-15	5	1	-7	-7.5
N=c1c(S(=O)(=O)c2ccccc2)cc2c(=O)n3ccccc3nc2n1CCCN1CCOCC1	103	-7	4	2	-2	-6	5	14	3.7
C#CCN(C[C@@H]1[C@@H](OC(=O)NC2CC2)[C@@H](OC(=O)NC2CC2)CN(C(=O)OC(C)C)N1C(=O)OC(C)C)S(=O)(=O)c1ccc(C)cc1	x	0	x	4	x	5	x	x	1.3
CC(=O)c1ccc(N2CCN(C(=O)COc3ccccc3F)CC2)c(F)c1	99	-2	4	-2	4	-4	4	-8	0.1
Cc1cc(Cl)ccc1OCCCC(=O)OCC(=O)Nc1cccc(S(N)(=O)=O)c1	x	-4	-3	0	x	7	-1	x	1.9
Cc1cc(NC(=O)COc2ccc(F)c(Cl)c2)no1	104	0	-2	-15	-14	19*	3	19	-0.9
O=C(NC1CCCCC1)NC1(C(=O)N2CCN3CCCC3C2)CCCCC1 (centres undefined)	100	-6	9	0	-2	2	2	-10	-1.1
CCOc1ccc(NC(=O)CSc2nc(N3CCOCC3)nc(N3CCOCC3)n2)cc1	99	-3	-1	13	-15	3	2	25	-0.8
CCCOc1ccc(/C=C2\SC(=S)N(CC3CCCO3)C2=O)cc1 (centres undefined)	98	-3	0	-35	-5	-6	4	-5	1.2
O=C1CN(C(=O)COc2ccc(Br)cc2Br)c2ccccc2N1	107	-4	1	-12	-5	6	3	-3	1.0
COc1ccc(COCCN2CCN(S(=O)(=O)c3ccccc3)CCC2=O)cc1	97	-3	-2	-5	-5	9	3	27	-0.2
NC(=O)c1cc2ccc(O)cc2oc1=NCc1ccccc1	98	-5	-1	-351	-2	1	9	-16	319*
CC(/C=C1\SC(=S)N(c2ccc(C(=O)O)cc2)C1=O)=C\c1ccccc1	106	0	4	6	-13	-11	3	42	-1.1
N#Cc1c(SCC(=O)Nc2ccc(C(F)(F)F)cc2)sc2c(O)cc(=O)[nH]c12	104	-7	5	5	0	-8	-3	10	0.5
COc1ccccc1-n1c(N)cc(=O)nc1SCC(=O)Nc1cc(C)on1	52	-6	0	-21	1	4	5	-10	4.9
Cn1c(=O)c2[nH]c(NCC3CCCO3)nc2n(-c2ccccc2)c1=O (centres undefined)	99	-1	2	9	5	10	-2	26	-2.0
O=C(NCCc1ccccc1)C1CCN(S(=O)(=O)c2cccs2)CC1	106	-4	-2	-9	-14	-1	2	14	-2.5
COc1ccc(OC)c(/C=N/NC(=O)CN2CCSCC2)c1	105	-7	5	15	4	2	5	0	-2.1
CCOC(=O)N1CCc2c(sc(N)c2C#N)C1	102	-5	16	1	-8	x	x	-18	0.9

Bioassay records from PubChem.
